# Screening data (PubChem BioAssay)
# inhibitors of VEEV = inhibitors of VEEV TC-83 cytopathic effect, confirmation, Vero cells (AID 588727); Vero cells, VEEV TC-83 cytopathic effect inhibition; higher % means a stronger effect; inhibition, % at 20 µM, or IC50 in µM where a hit was titrated; actives 0.13% (n = 350,000); in the data active means a potency from the dose series; inconclusive means inhibition mostly from about 14% at the one dose, without a potency; inactive means the rest, 99 in 100 with inhibition below about 12%; further: strong numbers were not always called active
# H1N1 NS1A inhibition = NS1A inhibition, H1N1 influenza, cell based functional assay (AID 504329). NS1A functional cell-based assay, percent inhibition; higher % means a stronger effect. inhibition, % at 12.5 µM; hits with a dose series show IC50 in µM. actives 0.3% (n = 340,000); in the data active means a potency from the dose series; inconclusive means inhibition above about 27% without an active follow-up result; further: strong numbers were not always called active
# tuberculosis growth = growth inhibition of non-replicating M. tuberculosis (AID 488890); Mycobacterium tuberculosis non-replicating, growth inhibition; higher % means a stronger effect; inhibition, % at 25 µM; hits with a dose series show IC50 in µM; actives 0.39% (n = 320,000); in the data active means a potency from the dose series; inconclusive means inhibition mostly from about 82% at the one dose, without a potency; inactive means the rest, 99 in 100 with inhibition below about 76%;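 further: plate controls were DMSO cells for no effect and high antibiotic wells for full effect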
# M. tuberculosis HTS = M. tuberculosis growth inhibition, HTS (AID 449762); M. tuberculosis H37Rv growth inhibition, 7H9 media; higher % means a stronger effect; inhibition, % at 25 µM; hits with a dose series show IC50 in µM; actives 0.59% (n = 330,000); in the data active means a potency from the dose series; inconclusive means inhibition above about 70% without an active follow-up result;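 further: bacterial growth assessed after seven days of incubation; strong numbers were not always called active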
# Salmonella PhoP GFP = Inhibition of PhoP regulon, Salmonella typhi GFP reporter cells, confirmation, 4 h (AID 1850) | Salmonella Typhi PhoP-promoter GFP reporter, fluorescence, 4 h; higher % means a stronger effect | one-dose inhibition, % at 50 µM; IC50 in µM for titrated hits | actives 0.33% (n = 310,000); in the data active means a potency from the dose series; inconclusive means inhibition mostly from about 25% at the one dose, without a potency; inactive means the rest, 99 in 100 with inhibition below about 19%;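 further: 0% = induced wells with vehicle and 100% = uninduced wells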
# inhibitors of VEEV 10K pilot screen = further read-out of inhibitors of VEEV, marked with its call; inhibition, %; measured here: 10K pilot screen inhibition
# The depositor's hits bear a star; i = inactive; ? = inconclusive; nt = not tested or not shown.
SMILES,inhibitors of VEEV,H1N1 NS1A inhibition,tuberculosis growth,M. tuberculosis HTS,Salmonella PhoP GFP,others
COc1ccc(NS(=O)(=O)c2cc(C(=O)N3CCCCCC3)ccc2C)cc1,5.1%,-2%,19%,3%,nt,
COc1cccc2cc(C(=O)NCc3ccco3)c(=O)oc12,2.8%,-1%,?,2%,-8%,
N#CCOC(=O)C1CSC2(c3ccc(Br)cc3)CCC(=O)N12 (stereo not given),0.8%,-8%,4%,0%,8%,
Cc1ccc2cccc(S(=O)(=O)NC3CCS(=O)(=O)C3)c2n1 (stereo not given),3.0%,0%,-3%,-10%,-8%,
CCC(=O)Nc1ccc(C(=O)CN2C(=O)NC3(CCOc4ccccc43)C2=O)cc1 (stereo not given),7.0%,4%,11%,-15%,nt,
COc1ccc(C(=S)N2CCCC2)cc1C,3.9%,-1%,-13%,-3%,-1%,
C=C(NC(C)=O)c1c(F)cccc1F,1.2%,-9%,-4%,-5%,nt,
O=C(c1ccc(Cl)cc1)N1CCC(C(=O)N2CCCc3ccccc32)CC1,1.5%,-1%,6%,-18%,-11%,
Cc1ccc2cc(CCNS(=O)(=O)c3ccc(Br)cc3)c(=O)[nH]c2c1C,i,-2%,6%,3%,17%,
CN(C(=O)CN1C(=O)c2cccc(N)c2C1=O)C1CCCCC1,0.9%,-4%,1%,-2%,nt,
COc1ccc(/C=N/NC(=O)C(=O)N2CCCCCC2)cc1[N+](=O)[O-],3.7%,10%,-1%,0%,6%,
CN(CC(=O)Nc1cccc(F)c1)CC(=O)Nc1ccccc1[N+](=O)[O-],i,4%,-14%,8%,-15%,
COc1ccccc1NC(=O)C(C)OC(=O)CCCOc1ccccc1 (stereo not given),0.4%,3%,50%,?,-7%,
O=C(COC(=O)c1cccc(OC(F)F)c1)Nc1cccc(S(=O)(=O)N2CCCC2)c1,4.5%,-3%,-1%,-9%,nt,
COc1ccccc1N1CCN(S(=O)(=O)c2ccc(F)cc2)CC1,i,4%,8%,-9%,-4%,
CC(C)CC(NC(=O)OC(C)(C)C)C(=O)O (stereo not given),0.7%,-5%,-19%,-7%,-5%,
O=C(CC(=O)N/N=C\c1ccc([N+](=O)[O-])cc1)NCCc1ccccc1,i,-4%,27%,-3%,6%,
C/C=C/C(=O)Nc1nnc(C2CCCCC2)s1,1.0%,-3%,-1%,5%,-12%,
Cn1c(CNc2nc(-c3ccccc3)cs2)nnc1SCC(=O)c1ccccc1,2.0%,5%,26%,3%,3%,
COc1ccc(S(=O)(=O)Nc2c(C)n(C)n(-c3ccccc3)c2=O)cc1C(=O)O,1.1%,4%,11%,2%,3%,

# In the list so far, these have nitrogen in an aromatic ring.
SMILES,inhibitors of VEEV,H1N1 NS1A inhibition,tuberculosis growth,M. tuberculosis HTS,Salmonella PhoP GFP,others
Cc1ccc2cccc(S(=O)(=O)NC3CCS(=O)(=O)C3)c2n1 (stereo not given),3.0%,0%,-3%,-10%,-8%,
Cc1ccc2cc(CCNS(=O)(=O)c3ccc(Br)cc3)c(=O)[nH]c2c1C,i,-2%,6%,3%,17%,
C/C=C/C(=O)Nc1nnc(C2CCCCC2)s1,1.0%,-3%,-1%,5%,-12%,
Cn1c(CNc2nc(-c3ccccc3)cs2)nnc1SCC(=O)c1ccccc1,2.0%,5%,26%,3%,3%,
COc1ccc(S(=O)(=O)Nc2c(C)n(C)n(-c3ccccc3)c2=O)cc1C(=O)O,1.1%,4%,11%,2%,3%,

# Carrying on.
SMILES,inhibitors of VEEV,H1N1 NS1A inhibition,tuberculosis growth,M. tuberculosis HTS,Salmonella PhoP GFP,others
CC1CCCC(C)N1C(=O)CSc1nnc(NC(=O)c2cccs2)s1 (stereo not given),7.8%,-9%,0%,-9%,-6%,
COC(=O)c1ccc(OCC(=O)NC2CCCCCC2)cc1,5.1%,-8%,42%,15%,-7%,
NC(=O)[C@@H]1CCOc2c(I)cc([N+](=O)[O-])cc2C(=O)N[C@@H](CO)C(=O)NCC(=O)N1,i,-18%,1%,-1%,-3%,
CCOC(=O)c1sc(NNC(=O)c2ccc(F)cc2)nc1C,i,-11%,?,?,1%,
C/C(=N\Nc1cc(N2CCOCC2)ncn1)c1cccc([N+](=O)[O-])c1,i,7%,-31%,-4%,-5%,
CCC1(C(=O)NC(=Nc2ccccc2)Nc2ccccc2)CCOC1=O (stereo not given),3.8%,8%,nt,nt,nt,
CCCOc1ccc(C(=O)Nc2ccc(S(=O)(=O)Nc3onc(C)c3C)cc2)cc1,i,-12%,29%,43%,0%,
CCc1ccc2[nH]c(=O)c(CN(Cc3ccccc3)Cc3nnnn3Cc3ccco3)cc2c1,14%,11%,43%,1%,-4%,
O=C(NCc1ccccc1)c1ccccc1CO,0.9%,2%,-16%,-4%,-7%,
COc1cccc(/C=N/NC(=O)c2[nH]nc3c2CCc2ccccc2-3)c1,?,nt,38%,15%,-5%,
COc1cc2c(oc(=O)c3cc(C)cc(OC)c32)c2c(C3OC(C)C(O)C(C)(O)C3O)ccc(O)c12 (stereo not given),i,1%,nt,nt,nt,
O=C(CC(c1ccccc1)c1ccccc1)NCc1cccnc1,i,-5%,-8%,-12%,-8%,
O=C(CN1C(=O)CCSc2ccc(S(=O)(=O)N3CCCC3)cc21)Nc1ccccc1Cl,1.6%,14%,5%,5%,-4%,
Cc1ccc(NCCC(=O)c2cccs2)cc1,i,-2%,2.3µM*,?,3%,
C/C(=N/NC(=O)NC12CC3CC(CC(C3)C1)C2)c1ccccc1,2.3%,2%,-5%,0%,-10%,
Oc1oc(-c2ccco2)nc1C=Nc1ccccc1,i,-7%,17%,-7%,-6%,
COCCN(CCOC)S(=O)(=O)c1ccc(C(=O)Nc2nnc(CSC)o2)cc1,0.3%,7%,7%,1%,6%,
COc1cc(C(=O)N2CCN(CC(O)COc3ccccc3)CC2)cc(OC)c1OC (stereo not given),1.2%,-18%,-8%,1%,8%,
Cc1cccc(COc2ccccc2C(=O)NC2CCC(O)CC2)c1 (stereo not given),9.1%,-7%,-5%,9%,-3%,
CCOc1ccc2cc(S(=O)(=O)n3ccnc3C)ccc2c1,0.3%,-2%,1%,-5%,4%,
CCN(CC)S(=O)(=O)c1cc(NC(=O)c2ccc3c(c2)NC(=O)C(C)S3)ccc1C (stereo not given),4.2%,-4%,14%,4%,nt,
CCCOc1cccc(/C=N/NC(=O)c2csc(C)c2C)c1,4.5%,-4%,3%,1%,-4%,
CS(=O)(=O)Nc1ccccc1C(=O)NCc1ccco1,i,2%,-6%,-3%,-1%,
Cc1nc(NCC(c2ccccc2)N(C)C)c2c(C)c(C)sc2n1 (stereo not given),0.8%,-3%,15%,-3%,-10%,
CC(C)(C)C(=O)Cn1ncc(N2CCOCC2)c(Br)c1=O,1.3%,11%,-11%,-3%,5%,
O=C(Nc1ccc(F)cc1)c1sccc1SCc1cccc(C(F)(F)F)c1,i,5%,8%,13%,-3%,
Cc1ccc(CNCCCSc2ncccn2)cc1,1.3%,-19%,-4%,-9%,12%,
CCOc1ccc(C(=O)NC(C(=O)NCc2cccnc2)C(C)C)cc1 (stereo not given),2.0%,10%,-1%,3%,-11%,
CC(C)(C)NC(=O)NC(=O)COC(=O)COc1ccc2c(c1)CCC2,0.7%,2%,17%,-2%,-15%,
Cc1cccc(/C=N/n2c(-c3ccncc3)n[nH]c2=S)c1,0.9%,4%,-36%,-10%,-3%,
COc1ccc(-n2c(-c3ccc(Br)cc3)n[nH]c2=S)cc1,3.6%,2%,-8%,7%,0%,
O=C(COc1ccccc1Cl)Nc1ccc(NC(=O)c2ccco2)cc1,4.0%,-4%,7%,0%,-7%,
Cn1c(CN2CCOCC2)nnc1SCC(=O)NCCc1ccccc1,7.5%,6%,-7%,-12%,-4%,
COCCN(CCOC)Cc1c(C)[nH]c2ccccc2c1=O,2.2%,10%,-4%,-6%,-9%,
C/C(CC(=O)NCc1ccco1)=N\NC(=O)c1ccc([N+](=O)[O-])cc1Cl,i,7%,-17%,0%,-1%,
Cc1cc(OCC(=O)N2CCC[C@@H]2C(=O)O)c2c(C)c(C)c(=O)oc2c1,1.0%,6%,-13%,-1%,5%,
CCC(C)NC(=O)c1ccc(CN2CCc3ccccc3C2)cc1 (stereo not given),i,2%,0%,4%,-7%,
COc1ccc(OCC(=O)Nc2ccc(N3CCC(C)CC3)cc2)cc1,0.4%,-2%,27%,-2%,4%,
NS(=O)(=O)c1ccc(CNS(=O)(=O)c2ccc(Cl)nc2)cc1,i,-9%,-7%,-4%,-1%,inhibitors of VEEV 10K pilot screen=0.2
COc1ccc(CNC(=O)COC(=O)CCCOc2ccc(Cl)cc2Cl)cc1,i,18%,79%,-2%,5%,

# An excerpt from above in order of SMILES length, high to low:
SMILES,inhibitors of VEEV,H1N1 NS1A inhibition,tuberculosis growth,M. tuberculosis HTS,Salmonella PhoP GFP,others
COc1ccc(CNC(=O)COC(=O)CCCOc2ccc(Cl)cc2Cl)cc1,i,18%,79%,-2%,5%,
CCOc1ccc(C(=O)NC(C(=O)NCc2cccnc2)C(C)C)cc1 (stereo not given),2.0%,10%,-1%,3%,-11%,
COc1ccc(OCC(=O)Nc2ccc(N3CCC(C)CC3)cc2)cc1,0.4%,-2%,27%,-2%,4%,
COc1ccc(-n2c(-c3ccc(Br)cc3)n[nH]c2=S)cc1,3.6%,2%,-8%,7%,0%,

# Continuation:
SMILES,inhibitors of VEEV,H1N1 NS1A inhibition,tuberculosis growth,M. tuberculosis HTS,Salmonella PhoP GFP,others
Cc1cc(C)n(-c2nc(NCC(C)O)c3c4c(sc3n2)CCCC4)n1 (stereo not given),8.4%,-8%,nt,51%,-8%,
COc1ccc(Br)cc1CN(C)CC(O)COc1ccc(Br)cc1 (stereo not given),i,9%,69%,?,4%,
Cc1ccc(C(=O)N/N=C/c2cccc(OC(=O)/C=C/c3ccco3)c2)cn1,3.4%,nt,71%,?,2%,
Cc1cc(OCCCCOc2ccc(S(N)(=O)=O)c(C)c2)ccc1S(N)(=O)=O,0.2%,1%,5%,20%,-3%,
C=CCn1c(O)c(N=NC(=S)Nc2cccc(C)c2)c2ccccc21,4.9%,12%,67%,-8%,-6%,
N#C/C(=C\c1cccnc1)C(=O)Nc1ccc(Cl)cc1,3.0%,-1%,-11%,-2%,11%,
CC1Cc2ccccc2N1C(=O)CN(C)CC(=O)Nc1cccc(F)c1 (stereo not given),0.2%,-8%,38%,-12%,nt,
COc1cc(/C=C/C(=O)OCC(=O)NC(=O)NC(C)(C)C)cc(OC)c1OC,7.6%,10%,16%,4%,-29%,
Cc1ccc(S(=O)(=O)NNC(=O)c2ccc(F)cc2)cc1,0.6%,2%,-4%,2%,-7%,
Cc1nc(-c2nc(-c3c(C(=O)NNC(=O)Nc4cccc(Cl)c4)noc3C)cs2)cs1,7.8%,nt,-7%,11%,-18%,
COc1ccccc1NS(=O)(=O)c1cccc(C(=O)NNC(=O)C(C)NC(=O)c2ccco2)c1 (stereo not given),0.5%,-15%,1%,-3%,nt,
CCn1cc(CN2CCN(Cc3ccsc3)C(CCO)C2)cn1 (stereo not given),i,-3%,-13%,-2%,-3%,
CCOC(=O)c1cccc(N2C(=O)Nc3ccccc3N2O)c1,0.3%,7%,0%,-11%,3%,
Cc1cc(/C=C2/C(=N)N3C(=NC2=O)SN=C3S(C)(=O)=O)c(C)n1-c1ccccc1,3.4%,10%,26%,-1%,3%,
CN(Cc1ccccc1)C(=O)c1cccc(NC(=O)Cc2ccc(NC(=O)C3CCCN(C(=O)C4CCCCC4)C3)cc2)c1 (stereo not given),1.3%,17%,nt,nt,nt,
O=C(NCc1ccc(F)cc1)C1CCCN(C(=O)Nc2ccccc2)C1 (stereo not given),1.3%,-2%,-14%,-4%,0%,
